NPY-Y2 PAM-ag: potentiates or activates human NPY-Y2 receptor; P49146; cells expressing NPY-Y2, potentiator/agonist read-out; hit rate 0.45% among 220,000; activation, % at 3.6 µM; in the data active = activation above about 27%;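 note: cells stimulated with NPY near EC25 plus isoproterenol at EC100; 0% = vehicle plus submaximal agonist and 100% = vehicle plus saturating agonist; some results beyond the cut were filed as inactive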
p97 ATPase inh: blocks human p97 ATPase activity; recombinant p97 ATPase, Kinase-Glo ATP luminescence, 3 h; inhibition, % at 8 µM; hit rate 0.42% among 220,000; in the data active = inhibition above about 15%;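 note: 0% = DMSO vehicle and 100% = wells lacking enzyme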
Target sequence (P55072 whole entry, looked up): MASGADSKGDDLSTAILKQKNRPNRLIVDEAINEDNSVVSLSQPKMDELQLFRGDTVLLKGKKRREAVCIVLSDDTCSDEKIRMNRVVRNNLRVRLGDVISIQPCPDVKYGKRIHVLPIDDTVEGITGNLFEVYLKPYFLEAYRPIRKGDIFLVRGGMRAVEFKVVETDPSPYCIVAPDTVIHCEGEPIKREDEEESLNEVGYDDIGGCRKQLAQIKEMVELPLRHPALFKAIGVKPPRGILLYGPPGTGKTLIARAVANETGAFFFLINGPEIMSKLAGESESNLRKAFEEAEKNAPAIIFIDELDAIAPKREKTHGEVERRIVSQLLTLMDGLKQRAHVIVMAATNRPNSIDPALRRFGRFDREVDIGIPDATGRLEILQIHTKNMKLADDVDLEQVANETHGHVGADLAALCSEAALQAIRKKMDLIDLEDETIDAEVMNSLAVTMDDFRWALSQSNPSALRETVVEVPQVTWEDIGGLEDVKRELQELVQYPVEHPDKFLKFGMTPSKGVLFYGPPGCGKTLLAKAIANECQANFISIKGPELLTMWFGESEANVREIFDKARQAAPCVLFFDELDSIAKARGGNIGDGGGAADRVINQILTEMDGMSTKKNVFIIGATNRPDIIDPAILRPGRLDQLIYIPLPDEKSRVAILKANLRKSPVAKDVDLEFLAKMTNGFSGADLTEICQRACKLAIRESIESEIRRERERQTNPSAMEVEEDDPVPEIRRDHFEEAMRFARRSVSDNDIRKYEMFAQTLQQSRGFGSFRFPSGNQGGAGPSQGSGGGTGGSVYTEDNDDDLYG
NPY Y1 blocker: antagonists of human neuropeptide Y receptor Y1 | P25929 | HEK293-CNG Y1 cells, membrane potential fluorescence; NPY at EC95, then isoproterenol | inhibition, % at 3.6 µM | hit rate 1% among 200,000 | AID 1040;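 active = inhibition above the campaign mean inhibition of all tested compounds plus 3 SD, cut at about 20% in these data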;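 note: 0% = DMSO wells given NPY plus isoproterenol and 100% = isoproterenol alone without NPY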
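Material: HEK293 Y1/CNG channel cell line; also added: NPY (25 nM), isoproterenol (1 µM), Ro 20-1724 (25 µM); doses: one concentration, 3.6 µM, in 0.4% DMSO; schedule: compound incubation 1 h at room temperature, readout 45 min post-stimulation; technique: membrane potential fluorescence; measure: fluorescence ratio normalized to % inhibition between controls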
S1P4 ag: agonists of human S1P4 receptor; S1P4-expressing cell line, agonist reporter assay; activation, % at 4.98 µM; hit rate 0.35% among 220,000; in the data active = activation above about 11%;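 note: 0% = DMSO vehicle and 100% = reference agonist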
EP2 modulator: modulators of human EP2 prostaglandin E2 receptor | hit rate 0.83% among 260,000 | induction, % at 25 µM | EP2-expressing cells, cAMP HTRF FRET, PGE2 co-stimulation | P43116;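 active = compounds whose cAMP rise, as percent of the full-agonist control response, exceeds 60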;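 note: rat C6 glioma line stably carrying human EP2 under a CMV promoter; the protocol text gives 20 µM as final concentration; 100% = response of wells given 1 µM PGE2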
eIF4E 4G PPI: blocks eIF4E binding to eIF4G; P63073+Q04637; hit rate 0.37% among 220,000; inhibition, % at 21.7 µM; TR-FRET eIF4E-eIF4GI(517-606) binding, 2 h;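 active = inhibition above about 30%, limit read from the data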;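 note: 0% = full FRET control wells and 100% = background wells lacking eIF4GI fragment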
NPY-Y1 PAM-ag: potentiators or agonists of human neuropeptide Y receptor Y1 | P25929 | NPY-Y1 expressing cells, potentiator/agonist activation | activation, % at 3.6 µM | hit rate 0.37% among 220,000; in the data active = activation above about 33%, passing the limit was not always enough;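 note: cells stimulated with NPY at EC10 then isoproterenol at EC100; 0% = low agonist plus stimulus and 100% = saturating agonist plus stimulus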
S1P4 antag: human S1P4 receptor antagonism | hit rate 0.26% among 220,000 | O95977 | S1P4-expressing cells, antagonist mode, reporter read-out | inhibition, % at 4.98 µM; in the data active = inhibition above about 29%;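 note: 0% = wells stimulated with agonist and 100% = vehicle wells without agonist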
EP2 antag: inhibitors of human EP2 prostaglandin E2 receptor; AID 1422; hit rate 0.52% among 260,000; P43116; C6 glioma cells expressing human EP2, cAMP TR-FRET; cells stimulated with saturating PGE2; inhibition, % at 25 µM;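 active = percent inhibition above 40 after rounding to a whole number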;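 note: rat C6 glioma host cells with rolipram phosphodiesterase inhibitor present; the protocol text gives 20 µM as final concentration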
Starred values were filed as active, the others as inactive; x = no result given; & = joins results of further samples; [ ] = dose if it differs, or a comment. This is a subset; count on the stated rates, not on these rows.

SMILES | NPY-Y2 PAM-ag | p97 ATPase inh | NPY Y1 blocker | S1P4 ag | EP2 modulator | eIF4E 4G PPI | NPY-Y1 PAM-ag | S1P4 antag | EP2 antag
CC(C)(C)NC(=O)C1CC(=O)OC12CCOC(C)(C)C2 (configuration not stated) | 4 | 2 | 0 | 0.1 | 22 | 4 | -4 | -3 | 1
CCN(CC)CCNC1=CC(=O)OC12CCCCC2 | 0 | -1 | 3 | 0.5 | 9 | 0 | 11 | -9 | 7
CCOC(=O)CCC(=O)N1CCOCCOCCN(C(=O)CCC(=O)OCC)CCOCCOCC1 | 5 | -6 | 3 | 1.3 | 13 | -1 | 11 | -11 | 4
CSc1ccc(Cl)c(C(=O)OCC(=O)N2CCOCC2)c1 | 11 | 6 | 7 | -0.7 | -21 | 0 | 2 | 5 | 3
Cc1nn(C)c(Cl)c1CN1CCN(C2CCCCC2)C(CCO)C1 (configuration not stated) | -13 | 3 | 4 | -1.3 | 33 | 0 | 21 | -13 | 18
O=C(c1ccco1)N1CCN(CCCCOc2cccc3ccccc23)CC1 | -1 | -2 | 11 | 0.4 | -2 | 0 | -27 | -1 | 3
COc1ccc2cc(CN(CCc3ccccc3)Cc3nnnn3Cc3ccco3)c(=O)[nH]c2c1 | 13 | 1 | 1 | 3.2 | -22&29 | -6[fluorescence artefact?] | -17 | -5 | 11&16
CC1(C)CC2CC(C)(CN2S(=O)(=O)c2ccc(N)cc2)C1 (configuration not stated) | 9 | -1 | 3 | 1.1 | 5 | -3[fluorescence artefact?] | -21 | 5 | 8
O=C(c1ccco1)N1CCN(Cc2nc(-c3cccs3)no2)CC1 | 4 | -1 | 1 | 0.7 | 19 | -1 | 7 | -3 | 3
Cc1cc(C)cc(OCc2ccc(C(=O)NC3CCOC3=O)o2)c1 (configuration not stated) | 9 | 2 | 5 | 1.3 | 0 | 0 | 4 | -27 | 7
O=C(Nc1cccc(F)c1)NC1CCN(Cc2ccccc2)CC1 | -10 | -1 | 2 | 2.1 | -14 | 2 | -1 | -11 | 0
CCCCOc1ccc(CCC(=O)N/N=C/c2ccco2)cc1 | -10 | -2 | x | -1.9 | -1 | -2 | -1 | 8 | 8
CC(=O)Nc1ccc(C(=O)N2CCN(C(=O)c3ccco3)CC2)cc1 | -6 | -7 | -1 | 2.3 | 15 | 1 | -20 | 7 | 3
CN1C(=O)/C(=C/c2ccccc2OCc2ccccc2)NC1=S | -10 | 0 | 16 | 0.4 | 17 | 1 | 8 | -24 | 10
Cc1nnc(C)c2c(C)n(C(C)c3ccccc3)c(C)c12 (configuration not stated) | -9 | 2 | 2 | 1.7 | -22 | -8 | 4 | 3 | 17
Cn1c(CNC(=O)Nc2ccccc2)nnc1SCc1ccccc1 | -12 | 5 | -5 | 1.8 | -13 | -7 | -6 | 5 | 24
CS(=O)(=O)N(CC(=O)N/N=C/c1ccccn1)c1ccc(Oc2ccccc2)cc1 | -12 | -1 | -2 | -0.9 | -36 | -1 | 5 | -4 | 7
O=C(Nc1ccccc1-c1nnn(CC(=O)N2CCCc3ccccc32)n1)c1cccc(Cl)c1 | 5 | 5 | -1 | 0.3 | x | x | 11 | -10 | 8
Cc1ccc(-n2c(CCC(=O)O)ccc2-c2cccs2)cc1 | 8 | 4 | 6 | 0.9 | 23 | x | 8 | -2 | 10
Cn1c(=O)c(C(=O)CN2CCOCC2)c(N)n(Cc2ccccc2)c1=O | 3 | -2 | -2 | 1.2 | 15 | -3 | -10 | -12 | 10

Grouped by structure, the compounds so far with four or more nitrogen atoms.
SMILES | NPY-Y2 PAM-ag | p97 ATPase inh | NPY Y1 blocker | S1P4 ag | EP2 modulator | eIF4E 4G PPI | NPY-Y1 PAM-ag | S1P4 antag | EP2 antag
Cc1nn(C)c(Cl)c1CN1CCN(C2CCCCC2)C(CCO)C1 (configuration not stated) | -13 | 3 | 4 | -1.3 | 33 | 0 | 21 | -13 | 18
COc1ccc2cc(CN(CCc3ccccc3)Cc3nnnn3Cc3ccco3)c(=O)[nH]c2c1 | 13 | 1 | 1 | 3.2 | -22&29 | -6[fluorescence artefact?] | -17 | -5 | 11&16
O=C(c1ccco1)N1CCN(Cc2nc(-c3cccs3)no2)CC1 | 4 | -1 | 1 | 0.7 | 19 | -1 | 7 | -3 | 3
Cn1c(CNC(=O)Nc2ccccc2)nnc1SCc1ccccc1 | -12 | 5 | -5 | 1.8 | -13 | -7 | -6 | 5 | 24
CS(=O)(=O)N(CC(=O)N/N=C/c1ccccn1)c1ccc(Oc2ccccc2)cc1 | -12 | -1 | -2 | -0.9 | -36 | -1 | 5 | -4 | 7
O=C(Nc1ccccc1-c1nnn(CC(=O)N2CCCc3ccccc32)n1)c1cccc(Cl)c1 | 5 | 5 | -1 | 0.3 | x | x | 11 | -10 | 8
Cn1c(=O)c(C(=O)CN2CCOCC2)c(N)n(Cc2ccccc2)c1=O | 3 | -2 | -2 | 1.2 | 15 | -3 | -10 | -12 | 10

Additional records.
SMILES | NPY-Y2 PAM-ag | p97 ATPase inh | NPY Y1 blocker | S1P4 ag | EP2 modulator | eIF4E 4G PPI | NPY-Y1 PAM-ag | S1P4 antag | EP2 antag
CCOc1ccc2nc(NCCCO)[nH]c2c1 | 1 | -4 | 1 | 0.3 | -5 | 0 | -20 | -9 | 10
O=C(N/N=C/C(Br)=C/c1ccccc1)c1ccncc1 | -4 | 10 | x | -0.4 | -21 | -1 | 12 | 22 | 10
Cc1cc(Cl)ccc1OCC(=O)NCCOC(=O)Nc1sc(=S)n(C)c1C | 11 | 6 | -1 | 1.1 | 6 | -1 | 8 | -15 | 5
CS(=O)(=O)N(CC(=O)N1CCCCCC1)c1ccccc1 | -7 | -3 | 4 | -3.0 | 5 | 1[fluorescence artefact?] | 2 | -1 | 11
COCCN(CCOC)C(=O)c1c[nH]c2ccc(S(=O)(=O)N(C)c3ccc(F)cc3)cc2c1=O | 8 | -1 | -1 | -2.3 | 14 | 12[fluorescence artefact?] | -3 | -12 | 8
COc1cc(OC)cc(C(=O)/C=C2\Sc3ccccc3N2C)c1 | -36 | 0 | 4 | 1.8 | -35 | -2 | -21 | -2 | 7
Cc1ccc(NC(=O)NC2CCCN2S(=O)(=O)c2ccc(Cl)cc2)cc1 (configuration not stated) | -7 | 1 | 11 | 1.1 | 2 | 3 | -3 | -10 | 6
CCN(CC)S(=O)(=O)c1ccc(C(=O)Nc2cc3oc4ccccc4c3cc2OC)cc1 | 12 | 5 | -1 | 1.3 | 4 | 11[fluorescence artefact?] | 17 | 1 | 5
CCOc1ccc(-c2cc(CCCC(=O)Nc3cc(OC)ccc3OC)no2)cc1 | -10 | 2 | 7 | 3.9 | -39 | 1 | 7 | -27 | 7
CN(c1cccc(NC(=O)CCSc2ccccc2)c1)S(C)(=O)=O | -1 | 1 | 4 | 0.3 | 4 | 2 | -1 | -8 | 10
COCC(=O)N(Cc1ccccc1)c1ccccn1 | 5 | 3 | 0 | 1.0 | 17 | -2[fluorescence artefact?] | -35 | -13 | 10
Cc1cnc([N+](=O)[O-])n1CCOC(=O)NC(=O)c1ccc(C(F)(F)F)cc1 | -4 | 3 | 0 | 1.2 | 3 | 1 | -7 | 6 | 14
Oc1ccc(-c2nnc(Nc3cccc(O)c3)c3ccccc23)cc1 | 3 | 12 | x | -0.5 | -9 | 3 | 7 | -19 | 9
COc1nc(Oc2ccc(C(=O)O)cc2)nc(Oc2ccc(C(=O)O)cc2)n1 | -30 | 4 | 3 | -0.2 | 19 | -2 | -2 | -1 | 7
O=C(O)CC1CCS(=O)(=O)C1 (configuration not stated) | -2 | -4 | 2 | 0.7 | 22 | 1 | -8 | -11 | 14
CC(C)(C)n1ncc2c(=O)n(Cc3c(F)cccc3Cl)cnc21 | -10 | 0 | 6 | 1.0 | -12 | -8[fluorescence artefact?] | -1 | -21 | 11
Cc1csc(=S)n1-c1ccccc1 | -4 | -3 | 0 | 1.6 | -6 | -7[fluorescence artefact?] | -7 | -21 | 3
COc1ccccc1OCCn1cc(/C=N/n2cnnc2)c2ccccc21 | 5 | 2 | 2 | 0.2 | -3 | 2[fluorescence artefact?] | -10 | -14 | 10
O=c1[nH]c(=S)n(C2CCCCC2)c(O)c1C=NCCN1CCOCC1 | -5 | 5 | x | -1.0 | 14 | -1 | -5 | -9 | 4
Cc1ccc(S(=O)(=O)N=S(CCO)CCO)cc1 | -4 | -7 | -1 | 1.8 | 15 | 4 | -4 | -15 | 2

Looked up by structure from the entries so far, 2 records:
SMILES | NPY-Y2 PAM-ag | p97 ATPase inh | NPY Y1 blocker | S1P4 ag | EP2 modulator | eIF4E 4G PPI | NPY-Y1 PAM-ag | S1P4 antag | EP2 antag
Cc1ccc(NC(=O)NC2CCCN2S(=O)(=O)c2ccc(Cl)cc2)cc1 (configuration not stated) | -7 | 1 | 11 | 1.1 | 2 | 3 | -3 | -10 | 6
CCN(CC)S(=O)(=O)c1ccc(C(=O)Nc2cc3oc4ccccc4c3cc2OC)cc1 | 12 | 5 | -1 | 1.3 | 4 | 11[fluorescence artefact?] | 17 | 1 | 5

(listing goes on)
SMILES | NPY-Y2 PAM-ag | p97 ATPase inh | NPY Y1 blocker | S1P4 ag | EP2 modulator | eIF4E 4G PPI | NPY-Y1 PAM-ag | S1P4 antag | EP2 antag
COCCN(CCOC)C(=O)C12CCC(C)(C(=O)C1)C2(C)C (configuration not stated) | 3 | 0 | 2 | 1.4 | 20 | -5 | -3 | -3 | 0
COc1ccc(NC(=S)N2CCCC2)cc1OC | -1 | 0 | -4 | 0.1 | 15 | -2 | 16 | -9 | 10
CC1CCc2sc(C(=O)OCC(=O)NC(N)=O)cc2C1 (configuration not stated) | -9 | -3 | x | 0.8 | -10 | 3 | -10 | 7 | 20
O=C(Cn1cc(C(F)(F)F)ccc1=O)N1CCN(S(=O)(=O)c2ccc(Cl)cc2)CC1 | 17 | 6 | 1 | 0.2 | 11 | -8[fluorescence artefact?] | 10 | 16 | 13
O=C(C1=C(O)C(=O)N(CCN2CCOCC2)C1c1ccccn1)c1cccs1 (configuration not stated) | -13 | 7 | 7 | 0.1 | 29 | 1 | 0 | -14 | 7

Bioassay records from PubChem BioAssay.
